High-throughput results deposited in PubChem by several laboratories.
E coli Lon inh: inhibits E. coli Lon protease. P0A9M0. purified E. coli Lon protease, fluorescence polarization. inhibition, % at 7.94 µM. 360,000 compounds, 0.42% hits. AID 602123; in the data active means inhibition above about 13%, passing the limit was not always enough;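 further: 0% = enzyme with probe and DMSO and 100% = no enzyme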
CSN inh: inhibitors of human CSN-mediated cullin deneddylation; Purified CSN, SCF-Nedd8-OG deneddylation, fluorescence polarization; inhibition, % at 12.5 µM; 360,000 compounds, 0.38% hits; AID 651999;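 active means pattern-corrected inhibition above about 35%, with an unprinted fluorescence ratio check between 0.5 and 1.5, limit read from the data, passing the limit was not always enough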;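 further: 0% = enzyme with substrate and 100% = substrate without enzyme; some results filed as inactive read as strong as hits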
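Assay system: Purified human Csn5 enzyme expressed in HEK293T cells | Amount: Enzyme 0.24 nM | Measured by: Fluorescence polarization readout | Medium: Tris/NaCl/DTT buffer, pH 7.5 | Compound dosing: One concentration, 12.5 µM, 0.25% DMSO | Times: 90 min incubation of compound, enzyme and substrate at room temperature | Control set: no-enzyme wells high, enzyme-with-substrate wells low | Read-out: % inhibition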
Rpn11 block: blocks the human proteasome subunit Rpn11; 360,000 compounds, 0.59% hits; calls only at 20 µM; AID 588493; human 26S proteasome, Ub4-pepOG fluorescence polarization; 20S core pre-blocked with epoxomicin; O00487;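 active means inhibition at 20 µM, scaled to each plate's controls, above about 33%, limit read from the data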
Rin1 Abl inh: human Rin1-Abl interaction inhibition | P00519+Q13671 | TR-FRET Rin1/Abl binding, biochemical | inhibition, % at 7.35 µM | 360,000 compounds, 0.4% hits | AID 588664; in the data active means inhibition above about 5%, passing the limit was not always enough
Target sequence (P00519 whole entry, looked up): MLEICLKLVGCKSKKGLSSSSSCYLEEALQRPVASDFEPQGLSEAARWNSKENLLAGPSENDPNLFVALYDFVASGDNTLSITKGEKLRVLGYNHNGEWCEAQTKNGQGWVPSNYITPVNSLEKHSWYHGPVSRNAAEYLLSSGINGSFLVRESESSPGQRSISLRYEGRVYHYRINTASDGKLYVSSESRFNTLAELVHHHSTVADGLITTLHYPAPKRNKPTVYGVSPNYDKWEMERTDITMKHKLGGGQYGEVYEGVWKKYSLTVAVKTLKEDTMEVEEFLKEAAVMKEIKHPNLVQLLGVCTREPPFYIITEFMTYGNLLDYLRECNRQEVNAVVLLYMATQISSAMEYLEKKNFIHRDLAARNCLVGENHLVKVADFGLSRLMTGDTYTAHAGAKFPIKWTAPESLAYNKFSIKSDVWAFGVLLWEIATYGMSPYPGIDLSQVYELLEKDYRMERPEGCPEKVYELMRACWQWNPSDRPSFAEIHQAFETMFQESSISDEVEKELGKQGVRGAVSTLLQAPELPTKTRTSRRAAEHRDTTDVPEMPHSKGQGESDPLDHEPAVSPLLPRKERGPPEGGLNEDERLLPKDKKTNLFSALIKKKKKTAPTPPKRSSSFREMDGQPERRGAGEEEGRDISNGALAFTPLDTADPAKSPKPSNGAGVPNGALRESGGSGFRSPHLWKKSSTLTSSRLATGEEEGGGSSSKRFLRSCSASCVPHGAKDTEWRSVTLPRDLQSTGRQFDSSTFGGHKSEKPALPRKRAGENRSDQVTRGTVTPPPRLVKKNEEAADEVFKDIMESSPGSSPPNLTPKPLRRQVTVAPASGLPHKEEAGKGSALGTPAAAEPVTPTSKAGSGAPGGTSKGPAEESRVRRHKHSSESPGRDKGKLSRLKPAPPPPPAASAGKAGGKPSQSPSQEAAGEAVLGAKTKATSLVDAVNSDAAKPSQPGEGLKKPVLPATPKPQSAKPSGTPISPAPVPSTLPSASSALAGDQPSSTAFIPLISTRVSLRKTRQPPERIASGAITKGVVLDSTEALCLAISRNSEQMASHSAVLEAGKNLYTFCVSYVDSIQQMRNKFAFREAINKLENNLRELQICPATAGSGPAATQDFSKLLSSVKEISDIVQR
Target sequence (Q13671 whole entry, looked up): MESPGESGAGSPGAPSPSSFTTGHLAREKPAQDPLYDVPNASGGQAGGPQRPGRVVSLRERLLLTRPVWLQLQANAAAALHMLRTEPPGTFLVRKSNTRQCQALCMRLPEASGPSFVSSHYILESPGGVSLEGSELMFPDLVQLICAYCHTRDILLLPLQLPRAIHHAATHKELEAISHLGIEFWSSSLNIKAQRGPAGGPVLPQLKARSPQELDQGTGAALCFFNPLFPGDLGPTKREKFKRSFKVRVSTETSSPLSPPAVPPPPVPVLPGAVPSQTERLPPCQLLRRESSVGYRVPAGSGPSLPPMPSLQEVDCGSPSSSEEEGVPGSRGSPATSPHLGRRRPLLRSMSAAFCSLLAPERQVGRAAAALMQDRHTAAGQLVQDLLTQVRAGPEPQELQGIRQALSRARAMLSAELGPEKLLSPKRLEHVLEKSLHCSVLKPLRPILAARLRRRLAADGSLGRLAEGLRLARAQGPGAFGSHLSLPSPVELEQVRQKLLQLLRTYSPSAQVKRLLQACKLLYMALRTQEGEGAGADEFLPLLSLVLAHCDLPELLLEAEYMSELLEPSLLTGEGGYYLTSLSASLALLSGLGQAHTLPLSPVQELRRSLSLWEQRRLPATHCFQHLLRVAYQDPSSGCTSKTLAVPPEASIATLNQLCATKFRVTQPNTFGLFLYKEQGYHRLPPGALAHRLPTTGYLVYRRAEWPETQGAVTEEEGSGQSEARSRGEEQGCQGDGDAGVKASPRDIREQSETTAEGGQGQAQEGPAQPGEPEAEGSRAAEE
FAS-TE inh: inhibitors of human fatty acid synthase thioesterase domain. P49327. recombinant FAS-TE, OMFH fluorogenic substrate, fluorescence endpoint. inhibition, % at 15 µM. 360,000 compounds, 0.67% hits. AID 602261;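 active means compounds whose normalised, plate-corrected inhibition of enzyme fluorescence in the single-dose primary screen is 50% or more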;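 further: 0% = DMSO with enzyme and 100% = substrate without enzyme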
MsrA act: bovine methionine sulfoxide reductase A activation; purified bovine MsrA, absorbance read-out; activation, % at 10.6 µM; 360,000 compounds, 0.3% hits; AID 602163; in the data active means activation above about 7.5%;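 further: 0% = vehicle and 100% = reference activator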
MsrA inhibitor: bovine MsrA inhibition. purified bovine MsrA, absorbance read-out. inhibition, % at 15.5 µM. 360,000 compounds, 0.75% hits. AID 651718; in the data active means inhibition above about 4.5%;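 further: 0% = vehicle wells with enzyme and 100% = reference inhibitor wells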
PABP1 MLLE inh: inhibitors of microRNA-mediated deadenylation, human PABP1 MLLE binding; P11940; GST-MLLE / FITC-PAM2 fluorescence polarization; inhibition, % at 20 µM; 360,000 compounds, 0.36% hits; in the data active means inhibition above about 35%, passing the limit was not always enough;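 further: plate controls were DMSO wells with GST-MLLE for no effect and wells lacking GST-MLLE protein for full effect; some results filed as inactive read as strong as hits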
MT1-MMP act inh: inhibitors of human MT1-MMP activation; 360,000 compounds, 0.061% hits; HT1080 RFP-PRO-GFP cells, GFP/RFP ratio fluorescence, overnight; percent of plate control window, DMSO zero; P50281; GFP/RFP ratio change, % at 20 µM;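 active means GFP/RFP ratio change of at least 30% with cell ATP level not reduced by more than half and red fluorescence within 50% of control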; further: strong numbers were not always called active
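Assay system: HT1080 cells carrying an RFP-PRO-GFP reporter | Dosing: Single dose of 20 µM compound, 1% DMSO final | Incubation: Cells overnight before dosing, compound overnight, 37 °C, 5% CO2 | Evaluation: GFP/RFP fluorescence ratio | Control set: DMSO and RFP-L50D-GFP cell wells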
The depositor's hits bear a star; i = inactive.

| SMILES | E coli Lon inh | CSN inh | Rpn11 block | Rin1 Abl inh | FAS-TE inh | MsrA act | MsrA inhibitor | PABP1 MLLE inh | MT1-MMP act inh |
| --- | --- | --- | --- | --- | --- | --- | --- | --- | --- |
| O=C(NCC(c1ccco1)N1CCOCC1)c1cccc([N+](=O)[O-])c1 (stereo not given) | -3 | 2 | i | 3 | 16 | -7 | 0.6 | 0 | -1 |
| COC(=O)C1CCN(C2CN(Cc3ccc(F)cc3)S(=O)(=O)C2)CC1 (stereo not given) | -9 | -5 | i | 0 | -9 | -3 | 1.6 | 12 | 3 |
| CCOC(=O)Nc1ccc2c(c1)C(=NNC(N)=S)c1ccccc1-2 | 0 | -2 | i | -4 | 15 | -3 | 0.5 | 29 | 12 |
| COc1ccc(-n2c(CCc3ccccc3)nnc2SCC(=O)c2ccc(Cl)cc2)cc1 | -8 | 1 | i | 2 | 34 | 6 | -0.5 | -92 | -7 |
| CC(=O)c1ccc(OCC(O)CN2CCN(CCN3C(=O)c4cccc5cccc(c45)C3=O)CC2)cc1 (stereo not given) | -1 | -5 | i | -7 | -1 | -2 | 1.7 | 19 | -10 |
| O=C(CCSCCC(=O)NCC1CCCO1)NCC1CCCO1 (stereo not given) | 5 | 2 | i | 2 | -4 | -2 | 0.5 | 31 | 4 |
| CC1CCN(c2nc3c(c(=O)[nH]c(=O)n3C)n2Cc2ccccc2)CC1 | -6 | 2 | i | -2 | -2 | 2 | 0.5 | 10 | -4 |
| COc1ccc(S(=O)(=O)N(C)CC(=O)NCCN2CCOCC2)cc1Cl | -4 | 0 | i | 1 | -6 | -2 | -1.5 | 1 | 4 |
| C#CCSc1nc(C)cc(C(=O)OCC)c1C#N | 3 | -7 | i | -2 | 8 | -3 | 2.4 | 0 | 0 |
| COc1ccc(CCNC(=O)c2ccc3c(c2)OCCO3)cc1 | 0 | -9 | i | 1 | -6 | -5 | -1.4 | -8 | 0 |
| CCCNc1c(N)n(-c2ccccc2)c(=O)[nH]c1=O | 1 | -1 | i | 0 | -5 | 1 | -0.6 | -14 | 5 |
| O=C(CCc1nc2ccccc2c(=O)[nH]1)NNC(=O)COc1ccc(Br)cc1 | -16 | 2 | i | 1 | 2 | -2 | -0.9 | 3 | -8 |
| O=C(CN(C(=O)CCC(=O)Nc1nccs1)c1ccc(F)cc1)NCc1ccco1 | -9 | -9 | i | 0 | -3 | -10 | -0.3 | -10 | 2 |
| COc1cc(NC(=O)CN2CCCCC2C)c(C)cc1[N+](=O)[O-] (stereo not given) | 2 | -4 | i | -6 | -1 | -3 | 0.9 | -4 | -1 |
| CC(C)c1ccc(NS(=O)(=O)c2cn(C)c(=O)n(C)c2=O)cc1 | 7 | -6 | i | 0 | -2 | 0 | -0.1 | 3 | -3 |
| CCOc1ccc(CCNC(=O)COC(=O)CNS(=O)(=O)c2ccc(C)cc2)cc1OCC | -6 | -5 | i | 0 | -4 | 3 | -1.5 | -6 | 1 |
| O=c1cc(N2CCCCC2)c(-c2ccccc2)nn1Cc1ccc(Cl)cc1Cl | -5 | 0 | i | 2 | 21 | -5 | 0.7 | -7 | -2 |
| CC(C)C(=O)Nc1ccc(C(=O)NNC(=O)c2ccco2)cc1 | -8 | 4 | i | -1 | -4 | -7 | -0.7 | -4 | -1 |
| CCOc1ccc(C(=O)O/N=C(\N)c2ccc([N+](=O)[O-])cc2)cc1OCC | -12 | -2 | i | -1 | -6 | -3 | 1.4 | -2 | 3 |
| COC(=O)C1=C(C)OC(N)=C(C#N)C1c1cccnc1 (stereo not given) | -5 | -1 | i | -4 | -3 | -4 | 0.6 | 12 | -9 |
| O=C(OCC(=O)N1CCCC1)c1c(Cl)cccc1Cl | 1 | 1 | i | 3 | -4 | -3 | -0.9 | -2 | 0 |
| O=C(NCCS(=O)(=O)N1CCN(c2ccc(F)cc2)CC1)c1ccc(Br)o1 | -1 | 1 | i | 1 | 1 | -2 | 0.4 | -156 | -10 |
| O=C(O)C(=Cc1ccccc1[N+](=O)[O-])c1ccc2c(c1)OCO2 | -7 | 0 | i | -2 | -10 | -2 | -0.3 | 0 | 3 |
| COc1ccc(NC(=O)c2nnn(CC(=O)Nc3ccc4c(c3)OCO4)c2N)c(OC)c1 | -10 | -4 | i | -4 | 3 | -2 | 0.6 | -6 | 0 |
| CCC(C)(C)n1nnnc1C(c1ccncc1)N1CCC(C)CC1 (stereo not given) | -6 | -1 | i | -2 | -3 | 1 | 0.1 | -2 | 1 |
| COC(=O)COc1cccc(NC(=O)c2ccccc2)c1 | -1 | 3 | i | 1 | -6 | -2 | -1.1 | 3 | 8 |
| NC(=NCc1ccccc1)NN=Cc1ccnc2ccccc12 | -1 | 4 | i | -12 | 1 | -4 | 1.5 | -105 | 4 |
